D1 antag – blocks dopamine activation of the human D1 receptor; P21728; HEK293 TREx D1 cells, calcium flux, dopamine EC80; hits give low values; activity change, negative = inhibition, % at 10 µM; actives 3.2% (n = 360,000); AID 504652; in the data active = activity change below about -30%; also: % is scaled to controls: 0 for no effect and ±100 for the full control effect
Target sequence (P21728 whole entry, looked up): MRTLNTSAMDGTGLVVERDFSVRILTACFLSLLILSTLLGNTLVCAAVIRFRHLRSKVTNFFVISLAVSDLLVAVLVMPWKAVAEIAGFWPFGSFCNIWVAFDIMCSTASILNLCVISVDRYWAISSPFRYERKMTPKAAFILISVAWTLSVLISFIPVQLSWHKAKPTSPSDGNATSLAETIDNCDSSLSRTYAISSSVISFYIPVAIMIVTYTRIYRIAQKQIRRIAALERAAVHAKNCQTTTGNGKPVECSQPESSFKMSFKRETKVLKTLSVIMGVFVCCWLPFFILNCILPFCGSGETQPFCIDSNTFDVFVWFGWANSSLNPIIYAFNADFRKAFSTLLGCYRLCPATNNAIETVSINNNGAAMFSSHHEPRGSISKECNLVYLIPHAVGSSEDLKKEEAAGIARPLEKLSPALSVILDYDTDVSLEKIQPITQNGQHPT
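Tetracycline-induced HEK293 Trex D1 cells, force-coupled to calcium, dye-loaded; compounds added and read 180 s, then EC80 dopamine added and calcium flux tracked kinetically another 180 s.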
TRHR enhancer – TRH receptor (human) allosteric enhancement; AID 493056; actives 0.66% (n = 360,000); TRHR cells, fluo-8 calcium fluorescence, EC20 TRH enhancement; enhancement, % at 2 µM; P34981; in the data active = enhancement above about 30%; also: 0% is about no effect
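TRHR-expressing cells loaded with fluo-8 calcium dye were read kinetically (ex 480/em 530) during compound addition, then stimulated with an EC20 of TRH (10 nM final). Enhancement of the Gq-mediated intracellular calcium response was scored.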
RXFP1 antagonist – antagonists of human relaxin receptor RXFP1 | Q9HBX9 | HEK293-RXFP1, relaxin-stimulated cAMP HTRF, 30 min; hits give low values | activity change, negative = inhibition, % at 57.5 µM | actives 0.59% (n = 350,000) | AID 1259400;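 active = activity change of -60% or lower, but not beyond a set lower limit; inconclusive = change between -60% and -40%, or beyond the set limit; inactive = change above -40%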; also: % is scaled to controls: 0 for no effect and ±100 for the full control effect
D1 ag – activates the human D1 dopamine receptor | AID 504660 | HEK293 T-REx D1 cells, calcium flux, agonist mode | P21728 | activation, % at 2 µM | actives 1% (n = 360,000); in the data active = activation above about 30%; also: 0% is about no effect
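Inducible HEK293 T-REx D1 cells, force-coupled to calcium signalling, were plated at 4000 cells/well with tetracycline and held overnight at 30 C. After no-wash calcium dye loading, compound-evoked calcium rise over 180 s flagged agonists.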
D2 ag – activates the human D2 dopamine receptor | P14416 | HEK293 T-REx D2 cells, calcium flux agonist mode | activation, % at 2 µM | actives 0.53% (n = 340,000);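 active = activation over 3 SD above normal in the single-dose calcium agonist read, cut at about 30% in these data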; also: 0% is about no effect
Target sequence (P14416 whole entry, looked up): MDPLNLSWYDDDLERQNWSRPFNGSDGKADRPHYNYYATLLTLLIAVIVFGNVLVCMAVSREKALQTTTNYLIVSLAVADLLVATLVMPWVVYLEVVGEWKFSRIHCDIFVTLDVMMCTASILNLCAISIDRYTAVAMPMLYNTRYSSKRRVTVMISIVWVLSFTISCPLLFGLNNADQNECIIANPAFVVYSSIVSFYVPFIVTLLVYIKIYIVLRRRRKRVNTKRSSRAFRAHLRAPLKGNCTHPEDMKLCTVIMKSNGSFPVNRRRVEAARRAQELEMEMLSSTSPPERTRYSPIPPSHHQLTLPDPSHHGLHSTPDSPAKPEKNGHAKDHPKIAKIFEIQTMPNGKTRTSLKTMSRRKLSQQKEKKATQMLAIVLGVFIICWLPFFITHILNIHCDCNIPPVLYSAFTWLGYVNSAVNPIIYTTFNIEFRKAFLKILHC
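HEK293 Trex D2 cells, tetracycline-induced, o/n 30 C 5% CO2; no-wash Ca dye, RT 30–90 min; 10-cycle baseline, 23 nl cpd added, kinetic Ca read 180 s; agonist hits = positive Ca response.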
D1 potentiator – potentiators of human D1 dopamine receptor | AID 504651 | actives 0.036% (n = 360,000) | HEK293 TREx D1 cells, calcium flux, dopamine EC20 potentiation | potentiation, % at 10 µM | P21728; in the data active = potentiation above about 30%; also: 0% is about no effect
RXFP1 agonist – RXFP1 (human) receptor agonism. Potency, µM (highest dose often 57.5 µM), for the others: at the top dose activation, hits mostly activators. HEK293T-RXFP1 cAMP TR-FRET, 30 min; response scale: percent of porcine relaxin response, buffer zero. actives 0.3% (n = 370,000); active = well fitted activation curve with a large enough effect; inconclusive = small, poorly fitted or top-dose-only effect; also: potency is read from the fitted curve at half-maximal effect; % is scaled to controls: 0 for no effect and ±100 for the full control effect; nearly all actives have a fitted effect of over 60% in size; many of its hits are not listed in these tables
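Agonist response is measured as cAMP accumulation in an RXFP1-transfected HEK293T line under PDE4 inhibition. Values are scaled between buffer-only and 29 nM porcine relaxin, and EC50s come from standard Hill equation fits.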
D2 PAM – positively modulates the human D2 dopamine receptor allosterically. P14416. HEK293 T-REx D2, calcium flux, EC20 dopamine potentiation. potentiation, % at 10 µM. AID 485347. actives 0.34% (n = 340,000);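 active = potentiation over 3 SD above the plate norm, cut at about 30% in these data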; also: 0% is about no effect
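Cells plated with tetracycline inducer and held overnight at 30 C; calcium dye loaded 30–90 min at room temperature; baseline taken, compound added and read 180 s; EC20 dopamine then added and read 180 s.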
D2 antagonist – antagonizes the human D2 dopamine receptor. actives 2% (n = 340,000). inhibition, % at 10 µM. HEK293 TREx D2 cells, calcium flux, dopamine EC80; in the data active = inhibition above about 30%; also: 0% is about no effect
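Inhibition of EC80 dopamine-driven calcium flux, recorded kinetically, defines activity here; cells are a tetracycline-induced HEK293 T-REx line expressing force-coupled D2.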
Starred values were filed as active, the others as inactive; ? = inconclusive; / = no result given; & = joins results of further samples.

mol | RXFP1 antagonist | D2 antagonist | D1 antag | D2 PAM | D2 ag | RXFP1 agonist | D1 potentiator | D1 ag | TRHR enhancer
Cc1ccc(Cl)cc1NC(=O)CN1CCN(S(=O)(=O)N2CCOCC2)CC1 | -1 | -8 | -26 | -8 | -1.5 | 3.3% | -8 | 10 | 0
COc1ccccc1CNC(=O)Cn1c(=O)oc2cc(S(=O)(=O)N3CCCC3)ccc21 | / | -2 | -7&2 | 3&5 | -0.8&-0.5 | -1.1%&-0.8% | -4&-4 | 5&9 | 3&6
COC(=O)c1ccc(N2C(=O)CC(N(C)CCc3ccc(OC)c(OC)c3)C2=O)cc1 (stereo not drawn) | -18 | -24 | -8 | 10 | 0.6 | 1.4% | 2 | 3 | 7
CCCc1nnc(NC(=O)Cn2c(=O)sc3ccccc32)s1 | -5 | -10 | 14 | -6 | -0.8 | 0.3% | 0 | 10 | 0
Cc1ccc(C(=O)N/N=C2\SCC(=O)N2c2cc(C)ccc2C)cc1 | -29 | 8 | -29 | 4 | -0.2 | 0.0% | 4 | 4 | 0
O=C(O)CCN1/C(=C/C=Nc2ccccc2)Oc2ccccc21 | -5 | -8 | 9 | 1 | 0.3 | -0.2% | -1 | 0 | -2
COc1ccc(-n2c(C)cc(C(=O)CSc3ccc(NC(C)=O)cc3)c2C)cc1 | -23 | 7 | -23 | -3 | 1.1 | 1.1% | 2 | 3 | 6
Cc1ccc(N(C)C(=O)CN2C(=O)CCc3cc(S(=O)(=O)N4CCOCC4)ccc32)cc1 | / | / | -5 | 2 | 2.4 | -0.6% | 0 | -2 | -1
CNC(=S)N(Cc1ccc(OC)cc1)Cc1cc2cccc(C)c2[nH]c1=O | -8 | 29 | 29 | -13 | -1.2 | 2.0% | -3 | 2 | -2
C/C=C/C(=O)Nc1ccc(N2CCN(c3ccc(C(F)(F)F)cn3)CC2)nc1 | -3 | 3 | -3 | -1 | -0.6 | 0.0% | -5 | 3 | -2
O=C(CSc1ccncc1)Nc1ccc2ccccc2c1 | -2 | -30 | -31* | -5 | -0.9 | 2.7% | -9 | 14 | -2
CC(C)NC(=S)N1CCN(C(c2ccccc2)c2ccccc2)CC1 | -7 | -38 | -8 | -3 | 0.6 | 0.6% | -5 | 2 | 0
CCOc1cc(C(=O)NCC(C)CN(C)C)cc(OCC)c1OCC (stereo not drawn) | 2 | 6 | 5 | 23 | 0.2 | 0.3% | 0 | 1 | 8
CCN(C(=O)CSC1=Nc2ccccc2C2CC=NN12)C1CCS(=O)(=O)C1 (stereo not drawn) | -3 | 4 | 3 | 18 | 0.1 | ? | -1 | 0 | 6
CCc1cccc(C)c1NC(=S)NCc1ccc2[nH]c(C)cc2c1 | -5 | -25 | -1 | 3 | -0.4 | 1.0% | -2 | 0 | -7
O=S(=O)(c1ccc2c(c1)CCCC2)N1CCNCC1 | 8 | -6 | -23 | 5 | -0.2 | 1.9% | -7 | 3 | 0
O=C(Nc1cccc(Cl)c1Cl)c1snnc1-c1ccccc1 | -8 | -4 | 8 | 6 | -0.1 | 4.0% | -4 | 26 | -2
Cc1nnc(NC(=O)CSc2nc3ccccc3[nH]2)s1 | 4 | -9 | -5 | -3 | 0.9 | 5.7% | -5 | 2 | 1
Cc1nc2cc(NC(=O)NC3CC3)ccc2n1C | 3 | -16 | -3 | 9 | -2.2 | -5.9% | -2 | 6 | 6
Cc1cc(C)c(S(=O)(=O)NCc2ccncc2)c(C)c1 | -4 | -7 | -16 | -1 | 1.6 | -0.3% | -3 | 9 | 5
Cn1c(=N)n(CC(=O)c2cccs2)c2ccccc21 | -2 | 11 | -6 | -9 | -0.2 | -0.3% | -4 | 4 | -2
COc1ccc(S(=O)(=O)N2CCN(C(=O)CC(C)C)CC2)cc1 | 4 | 21 | 1 | 5 | -1.4 | 1.0% | -5 | 3 | -3
Cc1ccc2[nH]c(C(=O)N/N=C/c3ccc([N+](=O)[O-])cc3)c(C)c2c1 | 6 | -3 | 1 | 5 | 0.4 | -3.0% | -4 | 0 | 3
O=C(Cn1ncc2c3ccccc3n(Cc3ccccc3)c2c1=O)NCc1cccs1 | -10 | / | 4 | 1 | -0.3 | 23% | 0 | 4 | 0
CCCCN(C(=O)c1cccc(-n2cnnn2)c1)c1c(N)n(CC(C)C)c(=O)[nH]c1=O | 1 | -1 | -6 | 13 | 0.5 | 0.1% | 4 | 0 | 1
Cc1cc(C)cc(OCc2ccc(C(=O)Nc3ccccc3F)o2)c1 | -12 | / | 6 | 6 | -0.3 | 3.6% | -6 | 9 | -2
Cc1ccc2cccc(Oc3ncnc4scc(-c5ccc(Cl)cc5)c34)c2n1 | / | 0 | 12 | -2 | -0.9 | 2.7% | 3 | 4 | 4
O=C(Cn1nnc(-c2ccccc2NC(=O)c2ccccc2F)n1)NC1CCCC1 | -3 | 7 | 7 | 3 | 0.0 | ? | 2 | 1 | 9
C[C@H]1CCC(=O)N(CCSc2ccc(Br)cc2)CC1 | / | -19 | -15 | -8 | -0.1 | 0.9% | -2 | 11 | -8
COc1cccc(-c2c(C(=O)N/N=C/c3cccs3)nnn2-c2nonc2N)c1 | -17 | 21 | 33 | 23 | 3.5 | 1.7% | 10 | 61* | 22
COc1ccc2c(c1OC)C(=O)N(c1cccc(C(F)(F)F)c1)C2 | 21 | 2 | 2 | -11 | -0.3 | 0.9% | 4 | 0 | 7
O=C(/C=C/Nc1cccc(O)c1)c1ccccc1 | 12 | -1 | -11 | -2 | -0.3 | -1.6% | -1 | -1 | 9
CCOC(=O)c1ccc(N2C(=O)C3C(C2=O)C(C(=O)c2ccc(Cl)cc2)N2CCCC32)cc1 (stereo not drawn) | -10 | -14 | -18 | 5 | 3.1 | -0.1% | -2 | 13 | 2
COCC(=O)N(Cc1cc2ccccc2[nH]c1=O)c1ccccc1OC | -10 | -13 | -5 | -3 | -0.2 | -0.6% | 1 | 1 | 3
COc1ccc(C(=O)NCC(=O)N2CCNC(=O)C2)cc1OC | -9 | 12 | 0 | -2 | 1.1 | -2.9% | -1 | 1 | -1
CC1CCCC(N2CCN(S(=O)(=O)c3ccccc3)CC2)C1 (stereo not drawn) | -2 | 3 | 9 | -2 | -1.3 | 6.1% | / | 5 | 9

As entered above.
Under D1 potentiator, C[C@H]1CCC(=O)N(CCSc2ccc(Br)cc2)CC1 is listed with -2
Under D2 antagonist, O=C(Cn1nnc(-c2ccccc2NC(=O)c2ccccc2F)n1)NC1CCCC1 is listed with 7
Under D2 ag, COc1cccc(-c2c(C(=O)N/N=C/c3cccs3)nnn2-c2nonc2N)c1 is listed with 3.5

More entries
mol | RXFP1 antagonist | D2 antagonist | D1 antag | D2 PAM | D2 ag | RXFP1 agonist | D1 potentiator | D1 ag | TRHR enhancer
O=C(CN(CC1CCCO1)C(=O)c1nsc(Cl)c1Cl)NC1CCCC1 (stereo not drawn) | -2 | -2 | 20 | 2 | 0.6 | 5.9% | -1 | 1 | 1
COc1ccc(C2C(C#N)=C(N)Oc3cc(O)ccc32)cc1Cl (stereo not drawn) | 3 | -4 | -6 | 6 | 2.1 | 1.1% | -5 | 5 | -1
COC(=O)C(Cc1ccccc1)NC(=O)CSc1nc(N)cc(=O)[nH]1 (stereo not drawn) | -7 | -23 | 32 | -2 | -0.6 | 2.2% | -2 | 2 | 4
CC1CCCCC12NC(=O)N(CC(=O)Nc1ccc(S(=O)(=O)Nc3ncccn3)cc1)C2=O (stereo not drawn) | 0 | 15 | 9 | 5 | 0.1 | 3.6% | -8 | 2 | -5
O=C(NCc1cccs1)C(=O)NCC(c1ccco1)N1CCN(c2ccc(F)cc2)CC1 (stereo not drawn) | -5 | -5 | -15 | 0 | 0.8 | 0.8% | 6 | 4 | 0
COCCN(C(=O)c1ccc(C#N)cc1)c1c(N)n(Cc2ccccc2)c(=O)[nH]c1=O | 3 | 28 | 2 | 8 | 0.0 | -0.6% | -3 | 2 | -6
Cc1cccc(N2CCN(C(=O)CSc3nnnn3C3CC3)CC2)c1C | 0 | / | -16 | -7 | / | 3.6% | / | 15 | 5
CCOC(=O)c1noc2nc(C)n(CC(=O)Nc3ccc(Br)cc3C)c(=O)c12 | -10 | / | -12 | -2 | 1.3 | -1.3% | 5 | -1 | -3
CN1CCN(C(=O)C2=C[C@H](C3CCCCC3)C[C@H](OCc3ccc(CO)cc3)O2)CC1 | / | -6 | 2 | -13 | 0.0 | -2.9% | -5 | 4 | 0
Cc1cccc(NC(=O)CNC(=O)COC(=O)c2ccc(C(C)(C)C)cc2)c1C | -15 | -6 | 2 | 12 | 1.2 | 3.1% | 15 | 0 | 12
Clc1cccc(Cl)c1OCCCCN1CCCCC1 | 2 | -1 | -14 | -6 | 0.4 | -0.1% | -1 | 5 | -1
CCCN1CCN(CCNC(=O)Nc2cc(Cl)c(OC)cc2OC)CC1 | / | / | 4 | -21 | 0.4 | -4.5% | 1 | 0 | 3
CCn1c(SCC(=O)Nc2ccccc2F)nnc1-c1ccoc1C | -6 | 7 | -14 | 11 | 0.4 | -1.0% | -4 | 0 | 20
CCC(CO)Oc1cc(NCc2ccccc2F)c2ncn(C(C)C)c2c1 (stereo not drawn) | / | -3 | -1 | 11 | 0.9 | 0.7% | 1 | -1 | 2
COCc1cc(=O)[nH]c(/N=C(\N)Nc2ccc(C)cc2C)n1 | -21 | 12 | -2 | -15 | 0.1 | -3.1% | -6 | 0 | -12
CC1CCc2nc(NC(=O)CSc3nc4ccccc4o3)sc2C1 (stereo not drawn) | -17 | 0 | 10 | 4 | -0.3 | 0.0% | 1 | 4 | -1
COc1ccc(NC(=O)CCN2CCN(c3cccc(Cl)c3)CC2)cc1 | 2 | / | 8 | -22 | / | -2.1% | -2 | 36* | -3
COCCNc1cc(C)nc2c3c(C)cc(C)nc3nn12 | -9 | -6 | 2 | -15 | 0.5 | 9.8% | -5 | 0 | 26
Cc1ccnc(SCC(=O)Nc2sc3c(c2C#N)CCC(C(C)(C)C)C3)n1 (stereo not drawn) | -4 | / | 4 | / | / | -0.9% | -2 | 2 | 1
CCC(=O)N1CCN(c2ccc(OC)cc2[N+](=O)[O-])CC1 | 24 | 8 | -9 | -4 | -0.2 | 0.8% | -2 | 3 | 0

Full records as entered above. Values in the order: RXFP1 antagonist, D2 antagonist, D1 antag, D2 PAM, D2 ag, RXFP1 agonist, D1 potentiator, D1 ag, TRHR enhancer
Shown for COCCNc1cc(C)nc2c3c(C)cc(C)nc3nn12 → -9, -6, 2, -15, 0.5, 9.8%, -5, 0, 26
Shown for CCC(=O)N1CCN(c2ccc(OC)cc2[N+](=O)[O-])CC1 → 24, 8, -9, -4, -0.2, 0.8%, -2, 3, 0

Screening data from PubChem.

This is a subset. The share of hits here may be higher or lower than overall.
